# NPY-Y1 antag – NPY-Y1 (human) receptor antagonism. inhibition, % at 3.6 µM. P25929. HEK293-CNG Y1 cells, membrane potential fluorescence; NPY at EC95, then isoproterenol. hit rate 1% among 200,000;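 active = inhibition above the campaign mean inhibition of all tested compounds plus 3 SD, cut at about 20% in these data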;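 also: 0% = DMSO wells given NPY plus isoproterenol and 100% = isoproterenol alone without NPY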
# Target sequence (P25929 whole entry, looked up): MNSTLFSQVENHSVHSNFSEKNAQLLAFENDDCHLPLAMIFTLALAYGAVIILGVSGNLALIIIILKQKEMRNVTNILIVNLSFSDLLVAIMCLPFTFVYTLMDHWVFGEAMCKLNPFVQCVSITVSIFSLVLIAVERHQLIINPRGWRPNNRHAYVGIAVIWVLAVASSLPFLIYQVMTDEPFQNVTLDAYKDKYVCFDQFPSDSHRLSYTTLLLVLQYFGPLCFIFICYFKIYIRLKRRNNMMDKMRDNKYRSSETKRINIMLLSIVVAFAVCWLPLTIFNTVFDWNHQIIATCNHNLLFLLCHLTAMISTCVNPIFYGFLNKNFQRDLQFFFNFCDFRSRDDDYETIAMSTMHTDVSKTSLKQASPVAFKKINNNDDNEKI
#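 Material: Y1- and CNG-channel-expressing HEK293 cells / Probe or stimulus: NPY 25 nM then isoproterenol 1 µM plus Ro 20-1724 25 µM / Doses: 3.6 µM single dose, DMSO 0.4% / Schedule: compound incubation 1 h at room temperature, readout 45 min post-stimulation / Signal: membrane potential fluorescence / Benchmarks: isoproterenol-only wells as full block versus NPY-plus-isoproterenol wells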
# Runt-CBFb FRET – Runt domain-CBFb interaction inhibition | Cerulean-Runt/Venus-CBFb FRET ratio 530/480, 1 h | inhibition, % at 20 µM | Q01196+Q13951 | hit rate 0.46% among 220,000;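 active = inhibition over about 50% at 20 µM in the single-dose screen, limit read from the data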;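 also: 0% = DMSO wells and 100% = excess unlabeled CBFb competitor control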
#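 Measured by: fluorescence energy transfer, 422 nm excitation, 530/480 nm emission; Assay system: Cerulean-Runt domain; Medium: Tris pH 7.5 buffer with BSA; Measure: loss of energy transfer signal; Controls: 5 µM unlabeled CBFb as full-inhibition high control; Incubation: protein complex preformed 1 h, compound exposure 1 h, room temperature, dark.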
# Runt-SMMHC FRET – inhibitors of human RUNX1 Runt domain binding to CBFb-SMMHC; hit rate 0.74% among 220,000; inhibition, % at 20 µM; Q01196+Q13951; Cerulean-Runt/Venus-CBFb-SMMHC FRET ratio 530/480, 1 h;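 active = mean inhibition across duplicate retests at 20 µM reaching about 50%, limit read from the data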;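 also: 0% = DMSO wells and 100% = wells with excess untagged CBFb-SMMHC; inhibitors lower the FRET ratio by blocking Runt binding to CBFb-SMMHC; some results filed as inactive read as strong as hits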
# NPY-Y1 PAM-ag – human NPY-Y1 potentiation or agonism, primary screen. activation, % at 3.6 µM. NPY-Y1 expressing cells, potentiator/agonist activation. hit rate 0.37% among 220,000. P25929; in the data active = activation above about 33%, passing the limit was not always enough;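 also: cells stimulated with NPY at EC10 then isoproterenol at EC100; 0% = low agonist plus stimulus and 100% = saturating agonist plus stimulus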
# Hck-Nef inh – inhibitors of human Hck kinase activated by Nef. inhibition, % at 20 µM. P08631. hit rate 0.68% among 220,000. Recombinant Hck-YEEI plus Nef, Z-Lyte FRET kinase assay. AID 463187;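 active = Hck-Nef kinase inhibition above about 50%, limit read from the data; inactive = inhibition below that limit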;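 also: 0% = DMSO with Hck plus Nef and 100% = Hck alone without Nef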
# NPY2 pot ag – human NPY-Y2 potentiation or agonism, primary screen; cells expressing NPY-Y2, potentiator/agonist read-out; hit rate 0.45% among 220,000; P49146; activation, % at 3.6 µM; in the data active = activation above about 27%;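 also: cells stimulated with NPY near EC25 plus isoproterenol at EC100; 0% = vehicle plus submaximal agonist and 100% = vehicle plus saturating agonist; some results beyond the cut were filed as inactive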
# MDM2 E3 inh – blocks human Mdm2 ubiquitin ligase activity | Q00987 | cell-based MDM2 ubiquitination luciferase reporter, 2 h; 0 = plate control, 100 = twice control, blank-subtracted | signal enhancement, % at 5 µM | hit rate 0.11% among 210,000;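 active = signal enhancement of 30% or more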;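 also: luminescence tracks abundance of the self-degrading MDM2-luciferase fusion protein; higher signal means inhibition of MDM2 E3 ligase activity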
# Target sequence (Q00987 whole entry, looked up, the tested form may be a part): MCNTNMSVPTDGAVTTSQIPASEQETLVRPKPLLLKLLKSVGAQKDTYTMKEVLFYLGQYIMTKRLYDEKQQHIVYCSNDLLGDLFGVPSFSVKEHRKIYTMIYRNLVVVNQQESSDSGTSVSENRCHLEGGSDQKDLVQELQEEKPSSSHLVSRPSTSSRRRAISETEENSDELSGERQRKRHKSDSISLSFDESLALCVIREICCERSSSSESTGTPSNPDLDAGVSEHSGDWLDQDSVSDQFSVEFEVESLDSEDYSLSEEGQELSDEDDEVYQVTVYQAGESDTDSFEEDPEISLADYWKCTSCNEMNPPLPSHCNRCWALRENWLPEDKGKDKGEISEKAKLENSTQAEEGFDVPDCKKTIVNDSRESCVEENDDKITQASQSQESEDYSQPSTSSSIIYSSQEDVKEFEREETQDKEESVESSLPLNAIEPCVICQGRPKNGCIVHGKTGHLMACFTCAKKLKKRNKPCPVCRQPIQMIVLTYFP
#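 System: stable MDM2–luciferase fusion reporter cells / Input: 2000 cells seeded into each well / Schedule: 4 h settle plus 2 h compound, 37 °C / Compound: single-point 5 µM / Buffer or medium: cells held in DMEM / Benchmarks: control and blank well means / Evaluation: percent signal gain over controls, blank-subtracted / Measured by: luciferase luminescence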
# RBBP9 inh – inhibitors of human serine hydrolase RBBP9; O75884; recombinant RBBP9, FP-Rh probe fluorescence polarization; inhibition, % at 7.94 µM; hit rate 0.2% among 220,000;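 active = inhibition above the campaign mean of all tested compounds plus 3 SD, cut at about 14% in these data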;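 also: plate controls were DMSO wells with RBBP9 for no effect and wells lacking RBBP9 protein for full effect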
# Target sequence (O75884 whole entry, looked up): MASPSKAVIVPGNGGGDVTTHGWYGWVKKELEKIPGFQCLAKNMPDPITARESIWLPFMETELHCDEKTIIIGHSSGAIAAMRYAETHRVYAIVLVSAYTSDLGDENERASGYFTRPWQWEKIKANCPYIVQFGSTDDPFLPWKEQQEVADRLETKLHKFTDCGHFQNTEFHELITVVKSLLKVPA
#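 Test system: recombinant human RBBP9; Timing: 30 min then 45 min, 25 °C; Detection: fluorescence polarization; Control set: RBBP9 with DMSO as uninhibited control, no-protein wells as full inhibition; Compound dosing: one concentration, 7.94 µM nominal, 0.794% DMSO; Probe or stimulus: FP-Rh activity-based probe, 375 nM before mixing.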
# p97 inhibitor – blocks human p97 ATPase activity. P55072. recombinant p97 ATPase, Kinase-Glo ATP luminescence, 3 h. inhibition, % at 8 µM. hit rate 0.42% among 220,000. AID 1481; in the data active = inhibition above about 15%;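 also: 0% = DMSO vehicle and 100% = wells lacking enzyme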
# * hit, by the source's call; . = no result given; & = joins results of further samples.
molecule	NPY-Y1 antag	Runt-CBFb FRET	Runt-SMMHC FRET	NPY-Y1 PAM-ag	Hck-Nef inh	NPY2 pot ag	MDM2 E3 inh	RBBP9 inh	p97 inhibitor
CCOC(=O)c1cc(C)sc1NC(=O)c1ccc(Cl)s1	12	-1	-2	12	-22	-2	-13	-3	2
O=C(Cc1cccs1)N(c1ccccc1)C1C=CS(=O)(=O)C1 (configuration not stated)	-1	1	-4	-3	1	-2	-18	-6	1
COc1ccc(CCNC(=O)CSc2nncn2N)cc1OC	-3	1	-3	0	1	9	6	-3	3
CCOc1ccc(OCC)c(Nc2cc(C)nc3nc(C)nn23)c1	7	-1	3	-10	-10	-1	.	-11	-7
Cc1onc(-c2ccccc2Cl)c1C(=O)NCCN1Cc2ccccc2C1=O	-2	0	-1	16	-1	3	-15	-4	3
O=C(Nc1cccnc1)c1ccc(C(=O)Nc2cccnc2)cc1	-1	0	3	-12	19	-2	-21	-7	-3
Cc1ccc(-c2nnn(CC(=O)N(CCO)C(C(=O)NC(C)(C)C)c3ccncc3)n2)cc1 (configuration not stated)	-1	0	2	-7	1	-3	-3	3	0
COC(=O)c1cc(S(=O)(=O)C(C)C)c(S(C)=O)s1 (configuration not stated)	.	0	-2	17	8	6	-3	2	5
O=C(CN1CCCC1)NCC1(c2ccccc2)CCOCC1	-1	-2	-3	14	-1	4	-6	-1	2
Cc1cc(NCc2ccncc2)ccc1Br	-2	0	-2	-11	20	5	-7	-8	-4
N#CCC(=O)Nc1ccc(C(=O)Nc2cccc(S(N)(=O)=O)c2)cc1	.	1	-2	-3	18	-2	2	-15	5
Cc1cc(NC(=O)COc2ccc(N(C)S(=O)(=O)c3ccccc3)cc2)no1	1	-1	4	18	0	-22	-15	-7	-2
COc1nnc(-c2ccc(N3CCCCC3)c(NC(C)=O)c2)c2ccccc12	1	-2	-1	-14	-2	-6	7	-9	-3
Oc1ccc2ccccc2c1C=Nc1ccc(N2CCOCC2)cc1	3	-11	-40	12	1	-1	-4	2	-2
Cc1ccc(OCCCNCCO)c(Br)c1	6	-1	-3	-11	-2	-2	-13	-5	4
CC(CC(=O)NC1CCCC1)c1ccccc1 (configuration not stated)	5	.	-1	0	1	-4	-15	3	3
Cc1cccc(C)c1NC1=C(Cl)C(=O)OC1OC(C)C (configuration not stated)	-1	0	0	-1	3	-4	-12	0	1
O=C(Cn1cnc2c(cnn2-c2ccc(F)cc2)c1=O)N1CCN(c2ccccc2F)CC1	1	-2	1	-4	7	0	-14	1	2
C=C(C)c1cccc(C(C)(C)NC(=O)N2CCN(C)CC2)c1	8	2	-2	-13	8	-2	-5	-8	-1
CC1CC(C)CN(CCCNC(=O)CCNC(=O)Cn2ccc3ccccc3c2=O)C1 (configuration not stated)	-3	5	-3	1	2	-3	-5	-8	-4
CC(NC(=O)CSc1nc(=O)cc(N)n1CCc1ccccc1)c1ccccc1 (configuration not stated)	1	-2	-4	-4	-2	-14	-8	-10	-8
Nn1c(SCC(=O)Nc2nc3ccccc3s2)nncc1=O	-1	2	4	11	7	4	0	-5	6
CCCCN(Cc1ccccc1)C(=O)C1CCN(S(=O)(=O)c2c(C)noc2C)CC1	8	2	-6	-10	3	-9	-9	-6	-3
Cc1ccccc1-n1c(SC(C)C(N)=O)nnc1-c1cccnc1 (configuration not stated)	-9	-2	-1	21	1	10	-11	-13	5
COc1ccc(-n2c(SCC(=O)Nc3ccc4c(c3)OCO4)nnc2C(C)N2CCCCC2)cc1 (configuration not stated)	4	-1	0	-3	2	6	-13	2	0
Cc1ccc(S(=O)(=O)CCCS(=O)(=O)c2ccc(C)cc2)cc1	2	0	-1	-20	-1	4	-7	-6	-14
COc1cc([N+](=O)[O-])ccc1NC(=O)C[n+]1cccc(C(C)=O)c1	-9	4	-6	19	18	10	-7	-4	5
CN(C)S(=O)(=O)c1cccc(NC(=O)COC(=O)CCC(=O)c2cccs2)c1	3	-1	-5	-7	-10	2	-12	5	4
CC(=O)Nc1ccc(C(=O)Nc2nc(-c3cccnc3)cs2)cc1	2	4	-6	4	10	-9	5	4	4
CCOC(=O)CCNC(=O)CNC(=O)OCc1ccccc1	-1	1	-2	16	0	-10	-1	1	0
O=C(COc1ccc2ccccc2c1)Nc1nnc(-c2ccco2)s1	.	7	-4	-26	29	-25	.	-15	1
CN(c1ccccc1)S(=O)(=O)c1cccc(C(=O)Nc2ncn[nH]2)c1	.	3	5	13	36	-5	-4	-5	4
CCc1cc2cc(C)cc(C)c2[nH]c1=S	5	20	24	9	2	-2	-3	-1	2
O=C(Cn1cnc2c(nnn2Cc2ccc(Cl)cc2)c1=O)NC1CCCC1	7	0	3	-18	0	8	-9	-1	1
Cc1onc(-c2ccccc2Cl)c1C(=O)Nc1ccc(-n2nncc2C(C)(C)C)cc1	-5	-1	5	7	0	2	-14	-5	2
O=[N+]([O-])c1nn(-c2ccc3c(c2)OCCO3)n(O)c1=NCc1ccccc1Cl	6	-3	-10	-13	0	-16	-8	-2	-5
NC(=O)C[C@@H]1NC(=O)c2cc([N+](=O)[O-])cc(F)c2NCCCC[C@@H](C(N)=O)NC(=O)[C@H](CO)NC1=O	-2	-1	1	-6	-8	-10	.	-6	0
COC(=O)c1ccc(CN2C(=O)NC3(CCC(C)CC3)C2=O)cc1 (configuration not stated)	-4	-1	3	-4	-35	-7	3	-5	0
CC(=O)Nc1ccc(NC(=O)c2c(C)nn(-c3ccccc3)c2Cl)cc1C	5	2	1	11	21	3	-9	-8	7
CC(C)OCCCNC(=O)C(NC(=O)c1ccc(Cl)cc1)C(C)C (configuration not stated)	8	-4	0	17	14	0	-6	-6	-1
O=c1cc(NCc2ccccc2)c2ccccc2o1	0	-1	1	3	4	6	0	0	5
COC(=O)c1ccccc1NC(=O)C1CCCCC1C(=O)O (configuration not stated)	4	0	-2	-5	-1	6	-6	-8	3
CCCc1nn2c(N)c(/C=C3\C=Nc4ccccc43)c(=O)nc2s1	-1	4&-2	-23&9	11&-20	24&2	11&6	0&0	3&-3	13&9
O=C(Nc1ccccc1C(=O)N1CCOCC1)C1CCCO1 (configuration not stated)	2	0	1	-15	-1	-10	-24	-5	-4
Cc1nc(C)c(C(=O)NCc2ccccc2Cl)o1	-4	0	-5	-3	-1	-14	2	2	3
O=C(Cn1cnc2c(nnn2Cc2ccc(F)cc2)c1=O)N1CCCCC1	3	1	-1	-4	0	-7	-14	2	-6
CN(C)c1cccc(C(=O)N2CCCC(C(=O)c3cc(F)ccc3F)C2)c1 (configuration not stated)	9	-1	2	-23	21	-9	7	-5	-2
C/C(CCCO)=N/Nc1ccc([N+](=O)[O-])cc1[N+](=O)[O-]	-2	1	-2	8	1	1	-9	-2	1
Cc1noc(C)c1CSCc1ccc(Cl)cc1	6	0	0	-1	0	-10	1	6	-1
CCOC(=O)N1CCN(C(=O)c2cn(-c3ccc(C)c(C)c3)c(=O)c3ccccc23)CC1	4	0	1	2	0	1	-7	-6	-1

# The list goes on:
molecule	NPY-Y1 antag	Runt-CBFb FRET	Runt-SMMHC FRET	NPY-Y1 PAM-ag	Hck-Nef inh	NPY2 pot ag	MDM2 E3 inh	RBBP9 inh	p97 inhibitor
CN(CCO)c1c2c(nc3cc(-c4cccc(F)c4)nn13)CCCC2	0	-1	4	-11	0	0	-20	-12	-9
Cc1ccc(C(=O)N2CCC3(CC2)Oc2ccc(Cl)cc2C(=O)C32CC(c3ccccc3)=NO2)s1 (configuration not stated)	.	-2	3	.	21	.	22	.	.
CCOc1ccc(C(C)NC(=O)Nc2ccccc2C(=O)OC)cc1 (configuration not stated)	-2	-2	-1	7	2	1	-3	-4	-1
Cc1ccc(NC(=O)CN(C)CC(=O)Nc2c(C)cccc2C)c(Br)c1	-5	0	3	-2	0	-1	3	-5	2
COc1cc(CCC(=O)OCC(=O)Nc2cccc(S(=O)(=O)N(C)C)c2)cc(OC)c1OC	7	4	4	-2	2	-4	-7	1	-3
Cc1nc(C(=O)NC2CCOCC2)sc1C1(C)CC(c2ccccc2)=NO1 (configuration not stated)	.	4	0	.	16	.	14	.	.
Cc1csc(SCC(=O)Nc2sccc2C#N)n1	-8	-2	-4	1	21	3	-70	-1	1
CC(C)CC(c1nnnn1Cc1ccccc1)N1CCN(C(=O)c2ccco2)CC1 (configuration not stated)	6	-3	2	-21	0	-10	-1	-1	-7
Cc1ccc(-c2nn(CC(=O)NCCN3CCOCC3)c(=O)c3ccccc23)cc1	3	1	0	-5	-1	-6	12	-3	-3
O=C(CSc1nccc(=O)[nH]1)NN(c1ccccc1)c1ccccc1	-3	1	-4	-1	14	-7	6	-3	2

# Single records, as listed above.
# O=C(COc1ccc2ccccc2c1)Nc1nnc(-c2ccco2)s1 is listed as NPY-Y1 antag = .; Runt-CBFb FRET = 7; Runt-SMMHC FRET = -4; NPY-Y1 PAM-ag = -26; Hck-Nef inh = 29; NPY2 pot ag = -25; MDM2 E3 inh = .; RBBP9 inh = -15; p97 inhibitor = 1
# CN(C)c1cccc(C(=O)N2CCCC(C(=O)c3cc(F)ccc3F)C2)c1 (configuration not stated) is listed as NPY-Y1 antag = 9; Runt-CBFb FRET = -1; Runt-SMMHC FRET = 2; NPY-Y1 PAM-ag = -23; Hck-Nef inh = 21; NPY2 pot ag = -9; MDM2 E3 inh = 7; RBBP9 inh = -5; p97 inhibitor = -2

# New compounds follow
molecule	NPY-Y1 antag	Runt-CBFb FRET	Runt-SMMHC FRET	NPY-Y1 PAM-ag	Hck-Nef inh	NPY2 pot ag	MDM2 E3 inh	RBBP9 inh	p97 inhibitor
Cc1[nH]nc(S(=O)CC(=O)O)c1[N+](=O)[O-] (configuration not stated)	0	3	2	-6	18	14	5	3	2
CC(C)(C)n1ncc(Oc2ccccc2[N+](=O)[O-])c(Cl)c1=O	-5	-2	-2	15	0	5	-5	-2	-4
CCNC(=O)C1(c2ccccc2)CCCC1	-3	0	2	-14	-1	-2	-7	-6	-12
CC(NC(=O)C(=O)N/N=C/c1ccc(Cl)cc1)c1ccccc1 (configuration not stated)	-4	-1	-1	-2	2	-9	-3	-6	0
O=S(=O)(NC1c2cccc3cccc(c23)C1Sc1ncccn1)c1ccc(Cl)cc1 (configuration not stated)	-2	1	7	5	4	1	4	-13	4
COc1ccc(N2CCN(C(=O)Cc3coc4cc(C)ccc34)CC2)cc1	-4	-3	0	14	18	1	-14	-9	-2
CCOC(=O)C(CC)/C(C)=N\NC(=O)CCC(=O)Nc1ccc(Cl)cc1Cl (configuration not stated)	1	-11	0	-12	17	-18	-12	-6	4

# Compound activity as filed in PubChem.
